All columns: NCI-60 one-dose screen, growth in % after 48 h at 10 µM unless noted; 100 = growth as untreated, 0 = no growth, -100 = all killed.
K-562 – K-562 leukemia; 78,000 compounds, 7.4% hits
BT-549 – BT-549 breast cancer. 78,000 compounds, 4.4% hits
T-47D – T-47D breast cancer | 79,000 compounds, 5% hits | AID 1794792
MCF7 – MCF7 breast cancer | 82,000 compounds, 6.3% hits | AID 1794796
MDA-MB-468 – MDA-MB-468 breast cancer. 78,000 compounds, 8.5% hits. AID 2202374
SR – SR leukemia cells; 73,000 compounds, 8.7% hits
MOLT-4 – MOLT-4 leukemia cells; 80,000 compounds, 6.9% hits; AID 1794779
MDA-MB-231 – MDA-MB-231 breast cancer; 81,000 compounds, 5% hits; AID 1794789
Active calls of the source: *; x = not tested or not shown; & = joins results of further samples; [ ] = remark or other dose. Rule for the calls: active = growth percent below 10; inactive = the rest.

Assay codes: A = K-562; B = BT-549; C = T-47D; D = MCF7; E = MDA-MB-468; F = SR; G = MOLT-4; H = MDA-MB-231
1) CCCC(=O)Oc1ccc(/C(=C(/CC)Cc2ccccc2)c2ccc(OCCN3CCCC3)cc2)cc1
  A: 2.4* | B: 85 | C: 49 | D: 25 | E: 43 | F: 1.4* | G: 52 | H: 78
2) N#Cc1ccc2c(c1)C(=O)c1c-2n(CCCN)c(=O)c2cc([N+](=O)[O-])ccc12
  A: -100* | B: -100* | C: -79* | D: -75* | E: x | F: -52* | G: -62* | H: -100*
3) Cc1cc(N2CCCCCC2)nc(N2CCN(CC(=O)Nc3ccc4c(ccn4C)c3)CC2)n1
  A: 77 | B: 91 | C: 73 | D: 74 | E: 92 | F: 92 | G: 87 | H: 94
4) CCCCCCCC/C=C\CCCCCCCCOc1ccc(CC(=O)NCC[N+](C)(C)C)cc1
  A: 55 | B: 74 | C: 85 | D: 74 | E: 60 | F: 62 | G: 75 | H: 67
5) Clc1ccc(SCN2CCCCC2)cc1
  A: 124 | B: 90 | C: 108 | D: 92 | E: 103 | F: 54 | G: 135 | H: 95
6) CC(N)C(Cc1ccc(Cl)cc1)c1ccccc1 (stereo not drawn)
  A: 82 | B: 95 | C: 78 | D: 82 | E: 85 | F: 68 | G: x | H: 71
7) CCc1c(C(=O)Nc2ccc(CN(C)C)cc2)[nH]c(C)c1C(C)=O
  A: 95 | B: 100 | C: 99 | D: 92 | E: 81 | F: 87 | G: 94 | H: 107
8) COC(=O)[C@]1(C)CCC[C@]2(C)[C@H]3C[C@H]4C(C(C)C)=C[C@]3(CC[C@H]21)[C@@H]1C(=O)/C(=C/c2ccco2)C[C@H](O)[C@@H]14
  A: 90 | B: 108 | C: 86 | D: 87 | E: 109 | F: 87 | G: 85 | H: 90
9) Cc1[nH]cnc1CNc1ccc2ncc(C#N)c(Nc3ccc(F)c(Cl)c3)c2c1
  A: 71 | B: 74 | C: 61 | D: 87 | E: x | F: 84 | G: 87 | H: 81
10) COC(=O)/C=C1\S/C(=N\Nc2ccc([N+](=O)[O-])cc2[N+](=O)[O-])N(C2CCCCC2)C1=O
  A: 18 | B: 86 | C: 13 | D: 23 | E: 45 | F: x | G: 43 | H: 60
11) Cn1cc(-c2csc(-c3cn(CCNC(=O)OC(C)(C)C)c4ccccc34)n2)c2cccnc21
  A: 56 | B: 67 | C: -1.0* | D: 39 | E: 23 | F: 76 | G: 42 | H: 83
12) Clc1ccc(Nc2ncc(Cc3cccc(Cl)c3Cl)s2)cc1
  A: 87 | B: 129 | C: 78 | D: 91 | E: 99 | F: 102 | G: 87 | H: 100
13) C#Cc1ccc(-n2c(/C=C/c3ccc4ccccc4c3)nc3ncccc3c2=O)cc1
  A: 6.9* | B: 52 | C: 43 | D: 19 | E: -16* | F: 4.4* | G: 4.9* | H: 42
14) CC(=O)[C@@]1(O)CC[C@H]2[C@@H]3CCC4=CC(=O)CC[C@]4(C)[C@H]3C(=O)C[C@@]21C
  A: 100 | B: 104 | C: 111 | D: 107 | E: 105 | F: x | G: 105 | H: 120
15) COc1ccc(/C=C/C(=O)c2c(N)n(C)c(=O)n(C)c2=O)cc1
  A: 88 | B: 99 | C: 97 | D: 92 | E: 107 | F: x | G: 97 | H: 109
16) CCCCc1c(O)cc(C)[nH]c1=O
  A: 95 | B: 100 | C: 108 | D: 103 | E: 105 | F: 102 | G: 99 | H: 104
17) COc1ccc(N=Nc2c(N)nn3c(-c4ccc(Cl)cc4)ccnc23)cc1
  A: 98 | B: 108 | C: 99 | D: 93 | E: 107 | F: 114 | G: 91 | H: 91
18) N[C@@H](Cc1ccccc1)[C@@H](O)C(=O)NCc1ccccn1
  A: 95 | B: 103 | C: 106 | D: 96 | E: 100 | F: 93 | G: 97 | H: 99
19) Cn1c(=O)c2[nH]c(SCC(=O)Nc3ccc(C(=O)/C=C/c4ccccc4Cl)cc3)nc2n(C)c1=O
  A: 84 | B: 83 | C: 92 | D: 69 | E: 76 | F: 78 | G: 87 | H: 106
20) CCCCCCNS(=O)(=O)c1ccccc1
  A: 101 | B: 108 | C: 83 | D: 93 | E: 92 | F: 101 | G: 92 | H: 120
21) FC(F)(F)c1[nH]ncc1-c1nc2c(N3CCCCC3)cc3[nH]ncc3c2c2c1CCCC2
  A: 14 | B: -53* | C: -4.1* | D: 3.3* | E: -26* | F: -4.8* | G: -0.2* | H: 3.4*
22) O=C(CCCCCNC1=CC(=O)c2ccccc2C1=O)NCCC[Se]c1ccccc1
  A: 58 | B: 115 | C: 85 | D: 82 | E: x | F: 76 | G: 95 | H: 86
23) CCCCCCN1C(=O)C2(NCc3c(nc4c(c(C)nn4-c4ccccc4)c3-c3ccc(Cl)cc3)N2)c2ccccc21 (stereo not drawn)
  A: 112 | B: 105 | C: 87 | D: 70 | E: 83 | F: 54 | G: x | H: 95
24) O=C(Nc1cc(Cl)cc2c1-c1ccc(Cl)cc1C2O)C(Cl)Cl (stereo not drawn)
  A: 82 | B: 95 | C: 54 | D: 64 | E: -3.8* | F: 82 | G: 79 | H: 74
25) CSc1nc(Nc2ccc(S(=O)(=O)NN3C=NC=CC3)cc2)c(C#N)c(-c2ccc(Cl)cc2)n1
  A: 135 | B: 101 | C: 102 | D: 102 | E: 104 | F: 114 | G: 126 | H: 102
26) Cn1ncc2c(=S)[nH]c(=S)[nH]c21
  A: 102 | B: 112 | C: 93 | D: 96 | E: 103 | F: 90 | G: 84 | H: 92
27) Cc1ccc(-c2ccnc3c2c(-c2ccc(Cl)cc2)nn3-c2ccccc2)cc1
  A: 66 | B: 104 | C: 79 | D: 76 | E: 77 | F: 71 | G: 78 | H: 107
28) COc1ccc(-c2nc(-c3ccccc3)c(-c3ccccc3)[nH]2)cc1OC1CCCCC1
  A: 81 | B: 118 | C: 83 | D: 74 | E: 73 | F: x | G: 79 | H: 67
29) CC1Cc2c(ncnc2-n2cnc3ccccc32)N(C)c2ccc(O)cc21 (stereo not drawn)
  A: 78 | B: 88 | C: 70 | D: 86 | E: 94 | F: 52 | G: 83 | H: x
30) COc1cccc2c(=O)c3c(sc12)c(N1CCNCC1)nc1ccccc13
  A: -26* | B: 98 | C: 85 | D: 53 | E: 50 | F: -34* | G: -13* | H: 53
31) COc1ccc2nc(C)cc(OCC(=O)NCc3ccccc3)c2c1
  A: 85 | B: 98 | C: 96 | D: 84 | E: 69 | F: 87 | G: 94 | H: 104
32) O=C1NC(=O)C(c2ccc(C(=O)/C=C/c3c[nH]c4ccccc34)cc2)C(=O)N1
  A: 97 | B: 98 | C: 95 | D: 88 | E: 90 | F: x | G: 84 | H: 103
33) O=C(/C=C/C=C/c1ccccc1)N1c2ccccc2CC1c1c[nH]c2ccccc12 (stereo not drawn)
  A: 85 | B: 90 | C: 44 | D: 66 | E: 97 | F: 85 | G: 54 | H: 79
34) O=C(CCCN1C(=O)/C(=C/c2ccccc2F)SC1=S)N1CCOCC1
  A: 60 | B: 114 | C: 46 | D: 57 | E: 56 | F: 68 | G: 91 | H: 73
35) COCCn1cc(-c2csc(-c3cn(C)c4ccc(Br)cc34)n2)c2cccnc21
  A: -9.1* | B: 65 | C: 18 | D: 50 | E: 55 | F: 31 | G: 63 | H: 43
36) COc1cc(/C=C2\CN(C)C/C(=C\c3cc(CN4CCOCC4)c(O)c(OC)c3)C2=O)cc(CN2CCOCC2)c1O
  A: 29 | B: 94 | C: 84 | D: 20 | E: 39 | F: 33 | G: 30 | H: 70
37) O=C(NCCN1CCCCC1)n1cc(-c2ccncc2)c(-c2ccc(O)c(Cl)c2)n1
  A: 90 | B: 87 | C: 95 | D: 93 | E: 94 | F: 61 | G: 98 | H: 104
38) CCCC(=O)NC(c1ccc(N(CC)CC)cc1)c1cc(C)c2cccnc2c1O (stereo not drawn)
  A: 15 | B: 30 | C: 26 | D: 14 | E: -16* | F: 5.6* | G: 8.4* | H: 44
39) C=CCCCCCCCCC(=O)[O][Sn]([CH2]CCC)([CH2]CCC)[CH2]CCC
  A: -17* | B: -99* | C: -72* | D: -66* | E: -86* | F: 8.7* | G: 4.2* | H: -82*
40) CC(=O)CC(=O)C(F)(F)F
  A: 107 | B: 102 | C: 98 | D: 97 | E: 102 | F: 102 | G: 101 | H: 100
41) COc1cccc2cc3c(nc12)CC(C(F)(F)F)CC3=O (stereo not drawn)
  A: 100 | B: 112 | C: 107 | D: 99 | E: 102 | F: 92 | G: 94 | H: 106
42) N#Cc1c(-c2ccc(Cl)cc2)nc(SC(=O)c2ccc([N+](=O)[O-])cc2)[nH]c1=O
  A: 96 | B: 114 | C: 98 | D: 86 | E: 93 | F: 111 | G: 107 | H: 101
43) COc1cc(CN/C=C2\C[C@@H](C(=O)NCc3ccc(Cl)cc3Cl)NC2=O)cc(OC)c1OC
  A: 107 | B: 107 | C: 90 | D: 106 | E: 97 | F: 112 | G: 102 | H: 102
44) O=C(CCCCCCN1CC(=O)N2[C@@H](c3ccc(Cl)c([N+](=O)[O-])c3)c3[nH]c4ccccc4c3C[C@H]2C1=O)NO
  A: 66 | B: 92 | C: 84 | D: 83 | E: 84 | F: 46 | G: 68 | H: 98
45) CCCN=C1NC(=O)/C(=C/c2nc(-c3ccc(OC)cc3)n3ccccc23)S1
  A: 92 | B: 91 | C: 87 | D: 77 | E: 101 | F: 63 | G: 76 | H: 56
46) COc1cc(C2CC(=O)Nc3ncn(-c4ccc(F)cc4)c32)cc(OC)c1OC (stereo not drawn)
  A: x | B: 98 | C: 87 | D: 108 | E: 110 | F: x | G: 106 | H: 113
47) c1ccc(CSc2nnc(-c3ccc(-c4nc5ccccc5[nH]4)cc3)o2)cc1
  A: 87 | B: 120 | C: 100 | D: 82 | E: 75 | F: 94 | G: 94 | H: 82
48) Cc1cccc(NC(=O)N(C(C)C)C(C)C)c1
  A: 114 | B: 104 | C: 93 | D: 93 | E: 93 | F: 128 | G: 116 | H: 104
49) O=C1NN(C(=O)c2ccccc2)C(c2ccc(Cl)c(Cl)c2)=C/C1=C\c1ccccc1[N+](=O)[O-]
  A: 15[6.75 µM] | B: -7.2*[6.75 µM] | C: 28[6.75 µM] | D: 8.9*[6.75 µM] | E: 54[6.75 µM] | F: 6.0*[6.75 µM] | G: x | H: 50[6.75 µM]
50) CCOC(=O)Cc1cnc(N/N=C(\C)c2cc3ccccc3o2)s1
  A: 98 | B: 109 | C: 71 | D: 81 | E: 100 | F: 106 | G: 55 | H: 91
51) O=S(=O)(OCC(COS(=O)(=O)c1ccccc1)(OS(=O)(=O)c1ccccc1)OS(=O)(=O)c1ccccc1)c1ccccc1
  A: 101 | B: 102 | C: 99 | D: 88 | E: 102 | F: 102 | G: 110 | H: 108
52) O=C(Cn1c[n+](CC(=O)c2ccc(F)cc2F)c2ccccc21)Nc1cccc2cccnc12
  A: 99&60 | B: 111&80 | C: 97&69 | D: 100&85 | E: 95&59 | F: 115&86 | G: 96&88 | H: 92&70
53) CN=c1scc(-c2ccccc2)n1NC(=O)Cn1nc(-c2ccccc2)ccc1=O
  A: 90 | B: 114 | C: 91 | D: 66 | E: 101 | F: 99 | G: 73 | H: 95
54) c1ccc(NN(Cc2ccccn2)c2ccccc2)cc1
  A: 107 | B: 110 | C: 91 | D: 93 | E: 97 | F: 94 | G: 86 | H: 102
55) Nc1nc(Nc2ccccc2SSc2ccccc2Nc2nc(N)nc(-c3cccc(Cl)c3)n2)nc(-c2cccc(Cl)c2)n1
  A: 82 | B: 94 | C: 69 | D: 83 | E: 95 | F: 39 | G: 80 | H: 75
56) CCCCCNN
  A: 97 | B: 105 | C: 93 | D: 88 | E: 94 | F: x | G: 109 | H: 100
57) Nc1nc(N)c(N=Nc2ccc(C(=O)O)c(O)c2)c(=O)[nH]1
  A: 97 | B: 83 | C: 101 | D: 97 | E: 105 | F: 91 | G: 82 | H: 91
58) COc1cc2c(=O)ccn(-c3ccc([N+](=O)[O-])cc3)c2cc1OC
  A: 105 | B: 109 | C: 101 | D: 95 | E: 98 | F: 104 | G: 108 | H: 95
59) CCOC(=O)/C(=C/c1c(-c2ccccc2)[nH]c2ccccc12)C(=O)c1ccc(Cl)cc1
  A: 5.7* | B: 65 | C: 25 | D: 28 | E: 20 | F: 9.1* | G: 1.7* | H: 63
60) CCCC(C)C(=Nc1ccc(Cl)c(Cl)c1)N(C)C (stereo not drawn)
  A: 96 | B: x | C: 90 | D: 91 | E: 99 | F: 97 | G: 96 | H: 99

By substructure, the entries above containing a CF3 group (3)
Assay codes: A = K-562; B = BT-549; C = T-47D; D = MCF7; E = MDA-MB-468; F = SR; G = MOLT-4; H = MDA-MB-231
21) FC(F)(F)c1[nH]ncc1-c1nc2c(N3CCCCC3)cc3[nH]ncc3c2c2c1CCCC2
  A: 14 | B: -53* | C: -4.1* | D: 3.3* | E: -26* | F: -4.8* | G: -0.2* | H: 3.4*
40) CC(=O)CC(=O)C(F)(F)F
  A: 107 | B: 102 | C: 98 | D: 97 | E: 102 | F: 102 | G: 101 | H: 100
41) COc1cccc2cc3c(nc12)CC(C(F)(F)F)CC3=O (stereo not drawn)
  A: 100 | B: 112 | C: 107 | D: 99 | E: 102 | F: 92 | G: 94 | H: 106

An excerpt of these results, in markdown.
| no. | Molecule | K-562 | BT-549 | T-47D | MCF7 | MDA-MB-468 | SR | MOLT-4 | MDA-MB-231 |
| --- | --- | --- | --- | --- | --- | --- | --- | --- | --- |
| 60 | CCCC(C)C(=Nc1ccc(Cl)c(Cl)c1)N(C)C (stereo not drawn) | 96 | x | 90 | 91 | 99 | 97 | 96 | 99 |
| 47 | c1ccc(CSc2nnc(-c3ccc(-c4nc5ccccc5[nH]4)cc3)o2)cc1 | 87 | 120 | 100 | 82 | 75 | 94 | 94 | 82 |
| 51 | O=S(=O)(OCC(COS(=O)(=O)c1ccccc1)(OS(=O)(=O)c1ccccc1)OS(=O)(=O)c1ccccc1)c1ccccc1 | 101 | 102 | 99 | 88 | 102 | 102 | 110 | 108 |
| 52 | O=C(Cn1c[n+](CC(=O)c2ccc(F)cc2F)c2ccccc21)Nc1cccc2cccnc12 | 99&60 | 111&80 | 97&69 | 100&85 | 95&59 | 115&86 | 96&88 | 92&70 |
